# High-throughput results: PubChem, The Scripps Research Institute Molecular Screening Center
# PLCg1 inh = PLC-gamma1 enzyme inhibitors, primary screen, biochemical, fluorescence, purified enzyme; 1-phosphatidylinositol 4,5-bisphosphate phosphodiesterase gamma-1 (Homo sapiens), P19174; fluorogenic substrate; inhibition, % at 12.2 µM; actives 0.84% (n = 370,000); AID 720700, 2013; in the data active = inhibition above about 9.5%
# MBD2 inh = inhibitors of MBD2 binding to methylated DNA, primary screen, biochemical, TR-FRET, DNA-binding domain, human; Methyl-CpG-binding domain protein 2 (Homo sapiens), Q9UBB5; MBD2 binding to methylated oligonucleotide; inhibition, % at 4.4 µM; actives 0.31% (n = 370,000); AID 686964, 2013; in the data active = inhibition above about 13%
# ADAM17 inh = ADAM17 inhibitors, primary screen, biochemical, QFRET; inhibition, % at 6.95 µM; actives 0.83% (n = 370,000); Disintegrin and metalloproteinase domain-containing protein 17 (Homo sapiens), P78536; recombinant ADAM17, EDANS/DABCYL FRET peptide cleavage;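 active = inhibition above the mean of compounds lying between control limits plus 3 SD, set per campaign, cut at about 8.5% in these data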;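 note: 0% = DMSO-only wells as the low control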
# UHRF1 binding = UHRF1 methylated DNA binding inhibitors, primary screen, counter-screen for MBD2 inhibitor project, biochemical, TR-FRET, human UHRF1, single concentration; UHRF1 binding to methylated oligo; inhibition, % at 4.4 µM; actives 0.75% (n = 370,000); AID 687016, 2013; in the data active = inhibition above about 21%;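 note: UHRF1 SRA domain binding a hemimethylated CpG hairpin DNA probe; 0% = median of test compound wells and 100% = reference inhibitor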
# ARFGAP1 inhibitor = inhibitors of rat ARFGAP1 GAP activity, primary screen, biochemical, fluorescence polarization, GDP tracer. ADP-ribosylation factor GTPase-activating protein 1 (Rattus norvegicus), Q62848. Arfgap1-stimulated ARF1 GTP hydrolysis, GDP FP detection. inhibition, % at 16.5 µM. actives 0.26% (n = 360,000);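 active = inhibition above a per-plate limit, mean inhibition of low control wells plus 3 SD, cut at about 25% in these data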;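 note: 0% = DMSO wells with enzyme and 100% = wells lacking Arfgap1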
# Target sequence (Q62848 1-136 limits assumed): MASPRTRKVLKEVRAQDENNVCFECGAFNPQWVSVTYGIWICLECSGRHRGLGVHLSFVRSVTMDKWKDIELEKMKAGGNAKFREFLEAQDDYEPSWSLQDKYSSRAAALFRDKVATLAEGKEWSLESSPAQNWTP
#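 Material – truncated rat Arfgap1 GAP domain · Buffer or medium – HEPES-based buffer, pH 7.5 · Reagent – human ARF1(Δ1-17)-GTP substrate · Dosing – 16.5 µM single point, 1.26% DMSO · Schedule – GTP hydrolysis reaction 2 h at 25 °C · Technique – GDP detection by fluorescence polarization · Benchmarks – No-Arfgap1 wells (100%) versus DMSO full-reaction wells (0%) · Repeats – single replicate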
# proKLK7 act = proKLK7 zymogen activators, primary screen, biochemical, fluorescence intensity; purified proKLK7, EDANS-DABCYL substrate fluorescence; 100% is mature enzyme control, 0% vehicle; activation, % at 7 µM; actives 0.9% (n = 370,000); AID 652039, 2013;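 active = activation above the mean of all tested compounds plus 3 SD, computed per campaign excluding outliers beyond control limits, cut at about 13% in these data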
# Target sequence (P49862 whole entry, looked up): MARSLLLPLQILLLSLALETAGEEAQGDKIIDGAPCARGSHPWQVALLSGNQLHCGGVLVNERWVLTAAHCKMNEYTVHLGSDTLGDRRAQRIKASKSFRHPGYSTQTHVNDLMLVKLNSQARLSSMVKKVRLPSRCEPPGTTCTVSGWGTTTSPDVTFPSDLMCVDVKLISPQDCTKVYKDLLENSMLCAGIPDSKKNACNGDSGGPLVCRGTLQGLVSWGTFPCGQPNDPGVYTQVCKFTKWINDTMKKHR
# ASAP1 GAP inh = inhibitors of human ASAP1 ArfGAP activity, primary screen, biochemical, fluorescence polarization | Arf-GAP with SH3 domain, ANK repeat and PH domain-containing protein 1 (Homo sapiens), … | ASAP1-stimulated ARF1 GTP hydrolysis, GDP FP detection | inhibition, % at 16.5 µM | actives 0.19% (n = 360,000); in the data active = inhibition above about 25%;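 note: 0% = vehicle with enzyme and substrate and 100% = no enzyme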
# PLCb3 inh = human PLC-beta3 inhibitors, primary screen, biochemical, fluorescence | 1-phosphatidylinositol 4,5-bisphosphate phosphodiesterase beta-3 (Homo sapiens), Q01970 | inhibition, % at 12.2 µM | actives 0.18% (n = 370,000) | Purified PLC-beta3, fluorogenic substrate | AID 720704, 2013; in the data active = inhibition above about 11%;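 note: 0% = median of compound wells on plate and 100% = full blocker control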
# Tn6 DDE FP = inhibitors of Tn6 peptide binding to fibrin DD(E), primary screen, biochemical, fluorescence polarization, human fibrin, Tn6 probe; inhibition, % at 8.3 µM; Fibrin DD(E) TRITC-Tn6 fluorescence polarization displacement; actives 0.21% (n = 370,000); AID 720509, 2013;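 active = inhibition above a per-campaign cutoff: mean of compounds within control limits plus 3 SD, cut at about 15% in these data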;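 note: 0% = median of all compound wells on the plate and 100% = blocking peptide control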
# Target sequence (P02675 whole entry, looked up): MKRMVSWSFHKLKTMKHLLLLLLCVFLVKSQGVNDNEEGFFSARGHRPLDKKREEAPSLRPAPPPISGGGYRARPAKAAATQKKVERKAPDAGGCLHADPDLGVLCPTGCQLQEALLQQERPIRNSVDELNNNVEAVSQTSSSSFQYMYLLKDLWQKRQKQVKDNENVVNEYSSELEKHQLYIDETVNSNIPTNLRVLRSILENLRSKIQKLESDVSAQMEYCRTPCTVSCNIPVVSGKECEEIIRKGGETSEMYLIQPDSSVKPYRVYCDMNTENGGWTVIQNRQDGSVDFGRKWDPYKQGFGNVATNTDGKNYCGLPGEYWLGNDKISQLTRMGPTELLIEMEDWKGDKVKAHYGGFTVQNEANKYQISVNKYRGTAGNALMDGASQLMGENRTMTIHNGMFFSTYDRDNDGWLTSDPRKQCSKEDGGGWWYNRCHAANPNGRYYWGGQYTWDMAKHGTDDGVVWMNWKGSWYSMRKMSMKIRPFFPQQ
# Tn7 DDE FP = inhibitors of Tn7 peptide binding to fibrin DD(E), primary screen, biochemical, fluorescence polarization, human fibrin, Tn7 probe; inhibition, % at 8.3 µM; Fibrinogen beta chain (Homo sapiens), P02675; actives 0.13% (n = 370,000); AID 720508, 2013; FP displacement of FITC-Tn7 peptide from fibrin DD(E); 0% = median of compound wells per plate;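 active = inhibition above the mean of compounds falling within the control limits plus 3 SD of them, cut at about 14% in these data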;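 note: 0% = plate median of compound wells and 100% = 10 µM Aha-Tn7 peptide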
#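 Test system – human fibrin DD(E) · Times – 10 min preincubation, 3 h with tracer, room temperature · Detection – fluorescence polarization of the labelled Tn7 tracer · Measure – percent inhibition normalized to high-control wells · Benchmarks – high control wells with 10 µM unlabelled Aha-Tn7 peptide (full inhibition) · Repeats – singlicate testing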
# Starred values were filed as active, the others as inactive.
SMILES,PLCg1 inh,MBD2 inh,ADAM17 inh,UHRF1 binding,ARFGAP1 inhibitor,proKLK7 act,ASAP1 GAP inh,PLCb3 inh,Tn6 DDE FP,Tn7 DDE FP
CC(C)(C)c1ccc(C(=O)NCC(=O)N2CCCCCC2)cc1,-2,1,0,1,-9,0.7,3,-6,1,4
Cc1csc(Sc2ccc(S(=O)(=O)N3CCCC3)cn2)n1,0,-5,-1,-2,-6,0.6,8,-3,4,8
COCCCNC(=O)Cn1cnc2c(OCc3ccccc3)ncnc21,0,3,3,1,8,-0.1,3,1,-9,-2
CC1CCc2c(sc(NC(=O)CSc3nc4c(c(C(F)(F)F)n3)CCc3ccccc3-4)c2C(N)=O)C1 (stereo unspecified),4,0,4,3,2,0.9,3,0,4,-5
O=C(C1CCCCC1)N1C[C@H](O)[C@@H](n2cc(-c3ccc(F)cc3)nn2)C[C@@H]1c1ccccc1,-1,2,-4,1,9,0.9,16,-1,3,6
CC1CN(Cc2ccccc2)C(C)CC1O (stereo unspecified),0,-3,0,1,-3,-0.6,-3,-5,2,0
COc1ccc(/C=C(/NC(=O)c2cccs2)C(=O)Nc2ccc(C)cc2)cc1OC,0,-3,-18,1,0,-0.3,6,-1,-5,-1
COc1ccc(-n2nc3c(c2NC(=O)c2ccccc2)CS(=O)(=O)C3)cc1,-2,1,-2,0,-1,-0.3,-1,1,4,3
CC(=O)Nc1c([N+](=O)[O-])cc(C)c(Cl)c1[N+](=O)[O-],1,1,1,0,-15,0.2,8,4,4,-10
O=C(NC(=O)c1ccccc1)Nc1ccc(-c2cnco2)cc1,0,1,-8,-2,2,-0.4,-9,-2,1,1
Cc1cccc(S(=O)(=O)N2CCC[C@H]2C(=O)N2CCC[C@@H]2C(=O)NCc2ccccc2)c1,-1,5,-2,1,-2,0.1,-7,0,3,5
COc1cccc(OCc2cc(C(=O)NC(C)c3cnn(C)c3C)no2)c1 (stereo unspecified),3,0,-5,3,13,0.0,0,-3,1,8

# Full records, looked up by structure. Order of values: PLCg1 inh | MBD2 inh | ADAM17 inh | UHRF1 binding | ARFGAP1 inhibitor | proKLK7 act | ASAP1 GAP inh | PLCb3 inh | Tn6 DDE FP | Tn7 DDE FP
# Cc1cccc(S(=O)(=O)N2CCC[C@H]2C(=O)N2CCC[C@@H]2C(=O)NCc2ccccc2)c1 is entered as -1 | 5 | -2 | 1 | -2 | 0.1 | -7 | 0 | 3 | 5
# O=C(C1CCCCC1)N1C[C@H](O)[C@@H](n2cc(-c3ccc(F)cc3)nn2)C[C@@H]1c1ccccc1 is entered as -1 | 2 | -4 | 1 | 9 | 0.9 | 16 | -1 | 3 | 6
# O=C(NC(=O)c1ccccc1)Nc1ccc(-c2cnco2)cc1 is entered as 0 | 1 | -8 | -2 | 2 | -0.4 | -9 | -2 | 1 | 1

# Later entries:
SMILES,PLCg1 inh,MBD2 inh,ADAM17 inh,UHRF1 binding,ARFGAP1 inhibitor,proKLK7 act,ASAP1 GAP inh,PLCb3 inh,Tn6 DDE FP,Tn7 DDE FP
COc1ccc(NC(=S)NNC(=O)CCn2cc([N+](=O)[O-])cn2)cc1,2,-6,-2,2,12,-0.4,6,2,5,-5
Cc1ccc(N(CC(=O)N/N=C/c2ccc(OC3CSC3)cc2)S(=O)(=O)c2ccccc2)c(C)c1,2,-1,4,-2,-1,0.8,7,3,6,-8
CCc1ccc(OCCn2ccnc2)cc1,-1,4,-4,3,2,-0.1,-2,-9,-2,2
COc1cc(C2CC(=O)N3CN(c4ccccc4C)CSC3=C2C#N)cc(OC)c1OC (stereo unspecified),-3,-3,0,-4,8,1.6,6,-6,7,-7
Cc1nnc(SCCCN2C(=O)c3ccccc3C2=O)o1,2,1,-1,1,-3,0.4,14,1,5,2
COc1ccc(NC2CCCN(C(=O)c3cccnc3)C2)cc1 (stereo unspecified),1,-2,-8,-2,-10,0.7,-5,-6,-1,-2
COc1ccc(-c2nc(CSCC(=O)NCc3ccc4c(c3)OCO4)c(C)o2)cc1,-1,-2,-3,1,-5,0.0,5,-3,2,-4
Cc1ccc(NC(=O)COC(=O)Cc2c[nH]c3ccccc23)cc1C,8,0,14*,2,0,0.2,7,-3,4,-5
COc1cccc(-n2c(SCC(=O)NC3CCCCC3)nc3n[nH]c(C)c3c2=N)c1,-14,3,-9,-1,-1,8.4,-19,-18,4,13
COc1ccc(Cl)cc1NC(=O)CCn1c(=O)oc2ccccc21,4,2,-1,2,2,0.4,5,-4,-2,-2
CCc1c(C)[nH]n(-c2nc(-c3cccc([N+](=O)[O-])c3)cs2)c1=O,1,-1,-1,-4,-4,-0.7,-8,-1,1,5
CC(=O)Nc1ccc(S(=O)(=O)NCC(CCC(=O)O)C(F)(F)F)cc1 (stereo unspecified),2,-1,-2,2,11,0.0,5,-3,5,1
O=C(Cc1ccc(NC(=O)C2CCN(C(=O)CCc3ccccc3)CC2)cc1)Nc1ccc(C(=O)N2CCOCC2)cc1,-2,0,0,-1,5,0.8,8,0,0,-4
COc1cc(OC)cc(C(=O)NCC(=O)OCC(=O)NC(C)CCc2ccccc2)c1 (stereo unspecified),0,-1,0,0,9,0.3,2,-2,2,-1
CCOc1ccccc1-c1cc(C(=O)N/N=C(\C)c2cccnc2)c2ccccc2n1,-21,3,-2,0,10,-4.0,-5,-41,2,-2
COc1cccc(/C=N/NC(=O)CN(C2=NS(=O)(=O)c3ccccc32)c2ccccc2)c1,1,6,-3,2,4,0.1,10,0,-4,-1
Cc1c(NC(=O)c2cc3ccccc3o2)c(=O)n(-c2ccccc2)n1C,1,-3,2,-3,-9,-0.1,0,2,1,0
CC1Cc2ccccc2N1C1=CC(=O)CCC1 (stereo unspecified),-1,-3,-1,1,0,-0.4,2,-6,-1,3
Cn1nc(C(=O)Nc2cccc(C(=O)NC3CC3)c2)c2ccccc2c1=O,4,6,-3,0,-4,-0.3,4,-2,11,4
COc1ccc(N2C(=O)C3CCCN3C2=S)cc1 (stereo unspecified),0,2,-1,-3,-8,0.5,-9,-5,6,-2
O=C(Nc1ccc2c(c1)OCCO2)C(c1ccccc1)n1c(=O)c(-c2ccco2)nc2ccccc21 (stereo unspecified),-17,0,-8,-5,9,0.2,-2,-26,-3,2
CCOC(=O)C1(Cc2cccc(F)c2)CCN(C(=O)c2cscn2)CC1,-2,3,-2,2,10,-1.2,-1,-3,1,2
Clc1ccccc1OCCCn1ccnc1,0,3,-5,-1,14,0.0,4,-3,-1,2
O=C1NC2=C(C(=O)CCC2)C(c2ccccc2Cl)N1 (stereo unspecified),1,4,-5,-2,-8,0.6,-1,-3,-6,1

# 3 compounds out of the list, ordered by length of the SMILES, ascending.
SMILES,PLCg1 inh,MBD2 inh,ADAM17 inh,UHRF1 binding,ARFGAP1 inhibitor,proKLK7 act,ASAP1 GAP inh,PLCb3 inh,Tn6 DDE FP,Tn7 DDE FP
CC1Cc2ccccc2N1C1=CC(=O)CCC1 (stereo unspecified),-1,-3,-1,1,0,-0.4,2,-6,-1,3
O=C1NC2=C(C(=O)CCC2)C(c2ccccc2Cl)N1 (stereo unspecified),1,4,-5,-2,-8,0.6,-1,-3,-6,1
Cc1c(NC(=O)c2cc3ccccc3o2)c(=O)n(-c2ccccc2)n1C,1,-3,2,-3,-9,-0.1,0,2,1,0

# Additional structures follow:
SMILES,PLCg1 inh,MBD2 inh,ADAM17 inh,UHRF1 binding,ARFGAP1 inhibitor,proKLK7 act,ASAP1 GAP inh,PLCb3 inh,Tn6 DDE FP,Tn7 DDE FP
CC1CCCN(C(=O)NC(=O)c2ccc(Cl)cc2)C1 (stereo unspecified),1,4,-5,1,-8,-0.2,-13,-5,2,8
CCOC(=O)c1ccc(NC(=O)c2ccc(C)c(S(=O)(=O)N3CCOCC3)c2)cc1,-1,5,6,3,4,0.8,-3,-1,2,1
CC(=O)NCc1ccc(S(=O)(=O)N2CCN(c3ccccn3)CC2)cc1,2,2,-3,0,13,-1.0,-10,-2,1,-1
N#CCSc1nc(-c2ccccc2)nc2ccc(F)cc12,0,-5,-2,-1,5,0.1,-3,-2,-1,1
FC(F)(F)c1nc(Oc2ccccc2)c2ccccc2n1,10*,-2,3,-1,16,0.5,17,2,8,-11
Cc1occc1C(=O)NCCCCc1ccccc1,1,2,-2,-1,3,-0.3,-1,2,0,-4
O=C(COC(=O)C1CC2CCCC(C1)C2=O)NC(=O)c1ccc(OC(F)F)cc1 (stereo unspecified),4,10,-1,3,0,-0.1,9,-2,-7,6
Cc1ccc(-c2ccc(=O)n(CC(=O)NCCN(C)C)n2)cc1,-4,-3,-11,-2,3,0.9,-4,-6,3,1
CCc1ccc(/C(C)=N\Nc2ccc([N+](=O)[O-])cc2)cc1,-29,6,0,0,3,0.1,11,-39,6,-2
COc1ccc(NC(=O)COC(=O)Cc2c[nH]c3ccccc23)cc1Cl,-1,2,-1,1,-4,0.4,-10,-6,-6,4
CCO[C@H]1OC(C(=O)N2CCCCCCC2)=C[C@@H](C2CCCCC2)[C@@H]1CCCO,2,-1,-3,2,-6,0.0,-6,1,3,7
Cc1nn(-c2ccccc2)c(Oc2ccccc2)c1C=O,1,-1,-2,3,8,0.0,3,-1,-4,-3
